S3 lipid droplet = qHTS Assay for Lipid Storage Modulators in Drosophila S3 Cells. Drosophila S3 cells, BODIPY lipid droplet fluorescence, 18-24 h; cells fed with added oleic acid. lipid storage change, negative = inhibition, % at the top dose, mostly 46.1 µM; hits show Potency in µM. 0.64% of 320,000 active. AID 2685; active = well fitted inhibition curve with a large enough effect in the signal ratio, with a control signal flat, not every such curve was filed as active; inconclusive = small, poorly fitted or top-dose-only effect, or effect the other way, or a change in a side signal; the % refers to the signal ratio
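Laser-scanning cytometry quantifies lipid droplet accumulation (500–530 nm total intensity; droplet/cell object ratio) in oleic acid-fed (400 uM added) Drosophila S3 cells treated with a concentration series. 20 uM Triacsin C defined 100% inhibition.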
S3 lipid droplet cell count max = further read-out of S3 lipid droplet, marked with its call; cell number change, %; measured here: cell count max response;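 cells counted by Cell Tracker Red CMTPX staining in the red channel; peak over a dose series mostly up to 46.1 µM; percent activity relative to internal control wells on each plate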
Numbers without * were called inactive; i = inactive; ? = inconclusive; [ ] = dose if it differs, or a comment. % is scaled to controls: 0 for no effect and ±100 for the full control effect; potency is read from the fitted curve at half-maximal effect. This is a subset; rates above refer to the full screens.

SMILES | S3 lipid droplet | others
OC1CCN(Cc2cn(Cc3ccccc3)nc2-c2cc3ccccc3o2)CC1 | ?
O=C(c1ccc(=O)[nH]c1)N1CCN(S(=O)(=O)c2cc(C(F)(F)F)ccc2Cl)CC1 | ?
COc1cccc(/C=C2\SC(=S)N(CCCC(=O)N3CCCCC3)C2=O)c1 | ?
COc1ccc(S(=O)(=O)N2CCOCC2)cc1NC(=O)CN1C(=O)NC2(CCCCC2C)C1=O (stereo not given) | ?
CCc1cccc(C)c1NC(=O)c1ccoc1C | 10.4% | S3 lipid droplet cell count max=18.8
Cc1nnc(N/N=C/c2ccc(-c3ccc(Br)cc3)o2)n1N | ?
O=C(c1ccccc1)N1CCC(CC2CC(c3ccc(Cl)cc3)=NO2)(C(=O)NCC2CCCCC2)CC1 (stereo not given) | ?
COc1ccc(NC(=O)Cc2ccccc2)cn1 | ?
CS(=O)(=O)N(CCC#N)Cc1ccc(/C=C2\C(=O)Nc3ccccc32)o1 | ?
CSc1ccc(-c2sc(Nc3cccc4ccccc34)n[n+]2-c2ccccc2)cc1 | ?
Cc1cc(NC(c2cccnc2)c2c(C)[nH]c3ccccc23)no1 (stereo not given) | i
Cc1ccc(SCc2ccc(C(=O)Nc3ccccc3C(=O)NC(C)C)cc2)cc1 | -4.7% | S3 lipid droplet cell count max=2.7
CC1CCN(C(=O)CNC(=O)c2ccc(Cl)cc2Cl)CC1 | i
CCN(C(=O)C1=COCCO1)c1nc2c(C)cccc2s1 | ?
Cn1c(=NC(=O)CS(=O)(=O)c2ccccc2)sc2ccccc21 | ?
Cc1ccc(Nc2nc3c([nH]2)c(=O)[nH]c(=O)n3C)cc1 | ?
COc1ccc(C(=O)NC2CCN(CC(=O)N3CCCCC3)CC2)cc1 | ?
COc1ccc(C(=O)CSC2=NS(=O)(=O)c3cc(Cl)ccc3N2)cc1 | ?
Cc1cc(C)c(C)c(S(=O)(=O)NC2CCCCC2)c1C | -24.0% | S3 lipid droplet cell count max=10.7
Cc1c(C(=O)NCc2ccc3c(c2)OCO3)cccc1[N+](=O)[O-] | ?
CCCCN(CCCC)CCNC(=O)c1cn(C)c2ccc(S(=O)(=O)N3CCCC3)cc2c1=O | ?
CC(NC(=O)CCc1nnc(CCCc2ccccc2)o1)c1ccccc1 (stereo not given) | ?
O=C(CSC1=NCCS1)Nc1ccnc2ccccc12 | ?
CC1(C)NC(=O)N(CCCOc2ccc(Br)cc2Cl)C1=O | ?
O=C1CSC(=Nc2ccccc2[N+](=O)[O-])N1 | ?

The closing seven entries of the section before are carried over, then new ones follow:
SMILES | S3 lipid droplet | others
Cc1cc(C)c(C)c(S(=O)(=O)NC2CCCCC2)c1C | -24.0% | S3 lipid droplet cell count max=10.7
Cc1c(C(=O)NCc2ccc3c(c2)OCO3)cccc1[N+](=O)[O-] | ?
CCCCN(CCCC)CCNC(=O)c1cn(C)c2ccc(S(=O)(=O)N3CCCC3)cc2c1=O | ?
CC(NC(=O)CCc1nnc(CCCc2ccccc2)o1)c1ccccc1 (stereo not given) | ?
O=C(CSC1=NCCS1)Nc1ccnc2ccccc12 | ?
CC1(C)NC(=O)N(CCCOc2ccc(Br)cc2Cl)C1=O | ?
O=C1CSC(=Nc2ccccc2[N+](=O)[O-])N1 | ?
O=c1cc(-c2ccccc2)nc(SCCOc2ccccc2Cl)[nH]1 | ?
Cc1ccc(NC(=O)c2cccc(C(F)(F)F)c2)cc1NC(=O)c1[nH]cnc1C(N)=O | 0.517µM* | S3 lipid droplet cell count max=-5.2*
O=C(NCCc1csc(-c2cccnc2)n1)c1ccccc1 | ?
CCCC1(CCC)C(=O)NC(=NCCc2ccc(OC)c(OC)c2)NC1=O | ?
Cc1ccc(S(=O)(=O)c2nc(-c3ccc(F)cc3)oc2SCC(=O)NCC2CCCO2)cc1 (stereo not given) | 2.6% | S3 lipid droplet cell count max=0.0
CC1c2ccsc2CCN1S(=O)(=O)c1ccccc1 (stereo not given) | ?
S=C(Nc1ccccc1)N1CCn2c(nc3ccccc32)C1 | 3.0% | S3 lipid droplet cell count max=4.1
CCNC(=S)NNC(=O)CSc1nc2ccccc2[nH]1 | ?
S=c1[nH]nc(C2CC2)n1Cc1ccco1 | ?
O=C(O)c1cccnc1Br | -0.9% | S3 lipid droplet cell count max=4.4
Clc1cc(Cl)c(Cl)c(Cl)c1Cl | -11.0% | S3 lipid droplet cell count max=5.7
CCc1cccc(C)c1NC(=O)CSc1nc2ccccc2n1CC(=O)N(C)C | ?
COc1ccc(-c2[nH]ncc2CN2CCC(N3CCSCC3)CC2)c(F)c1 | 12.4% | S3 lipid droplet cell count max=-3.8
O=C1C=C(Nc2cccc(Cl)c2)CC(c2ccco2)C1 (stereo not given) | ?
Cc1ccc([N+](=O)[O-])cc1NC(=O)c1ccc(C(C)(C)C)cc1 | 12.3% | S3 lipid droplet cell count max=-5.9
COc1ccc(/C=C/c2nnc(NC(=O)CC(C)C)s2)cc1 | ?
Cc1cc(C)cc(NC(=O)C2CCCN(c3ncccn3)C2)c1 (stereo not given) | i | S3 lipid droplet cell count max=16.7
Cc1nc2ccccc2n1CC(=O)NC1CCCCCC1 | ?
COc1ccc(NCc2ccccc2[N+](=O)[O-])cc1OC | ?
COC(=O)[C@@]12CCCN1[C@H](c1ccc(-c3ccc(OC)cc3)cc1)[C@@H]1C(=O)N(C)C(=O)[C@@H]12 | ?
COc1ccc(Cn2nnnc2C(CC(C)C)N2CCC(C(N)=O)CC2)cc1 (stereo not given) | ?
CC1CCCN(S(=O)(=O)c2ccc(S(=O)(=O)N3CCC4(CC3)OCCO4)cc2)C1 (stereo not given) | ?
CC(C)N(CCn1c(SCC(=O)Nc2cccnc2Cl)nc2ccccc2c1=O)C(C)C | ?
CNS(=O)(=O)c1ccc(NC(=O)c2cnn3c(C(F)F)cc(-c4ccccc4)nc23)cc1 | -2.0% | S3 lipid droplet cell count max=-0.6
O=C1CCc2cc(NS(=O)(=O)c3cc(F)ccc3F)cc3c2N1CC3 | ?

(cont.)
SMILES | S3 lipid droplet | others
CCOc1ccccc1-c1c2cc(O)c(=O)cc-2oc2cc(O)c(O)cc12 | 1.9% | S3 lipid droplet cell count max=0.1
CN(CCC#N)C(=O)COC(=O)c1ccc(Cl)cc1O | ?
CN(CC(=O)Nc1cccc(F)c1)C(=O)CN1C(=O)NC2(CCCC2)C1=O | ?
O=C(O)c1ccccc1/C=N/Nc1ccc(S(=O)(=O)N2CCCC2)cc1[N+](=O)[O-] | 9.1% | S3 lipid droplet cell count max=6.8
Cc1cccc(NC2=C(Cl)C(=O)OC2OC(=O)c2ccco2)c1 (stereo not given) | 7.4% | S3 lipid droplet cell count max=16.2
CCOC(=O)CC1(NC(=O)C2CCC(=O)N(C3CC3)C2)CCCCC1 (stereo not given) | ?
O=C(c1ccccc1Cc1ccccc1)N1CCN(S(=O)(=O)c2ccccc2[N+](=O)[O-])CC1 | ?
Cc1cc(C)cc(OCC(=O)NN2C(=O)c3ccccc3C2=O)c1 | -0.8% | S3 lipid droplet cell count max=-2.0
Cc1ccc(CNC(=O)CSc2nc3ccsc3c(=O)n2Cc2ccc(C(=O)O)cc2)cc1 | 5.3% | S3 lipid droplet cell count max=18.5
Cc1ccc(NC(=O)CSc2nsc(SCC(=O)Nc3ccc(C)cc3C)c2C#N)c(C)c1 | 8.9% | S3 lipid droplet cell count max=2.2
COc1c2ccoc2c(OC)c2oc(=O)ccc12 | ?
O=C(NCCCn1ccnc1)C(F)(F)C(F)(F)C(=O)NCCCn1ccnc1 | ?
COc1ccccc1/C=C/C=N/n1c(-c2ccc(C)cc2)n[nH]c1=S | ?
O=C(COC(=O)c1ccc[nH]c1=O)Nc1ccc(S(=O)(=O)N2CCCC2)cc1 | 4.2% | S3 lipid droplet cell count max=12.5
Cc1ccc(NC(=O)C2CCCN(C(=O)c3ccc(Cl)cc3)C2)cc1 (stereo not given) | ?
COc1ccc(-c2nn(-c3ccccc3)cc2/C=N/NC(=O)c2cccc(S(=O)(=O)Nc3ccccc3OC)c2)cc1 | ?
CC1CCN(c2ccc(NC(=O)c3cccnc3Cl)cc2)CC1 | ?
O=C(Nc1nc2cc3c(cc2s1)OCO3)c1cccc(N2C(=O)CCC2=O)c1 | ?
CCNC(=O)COc1ccc(F)cc1C(=O)c1cnn(-c2ccccc2)c1 | ?
CCOC(=O)Cc1csc(SCc2nc3sc4c(c3c(=O)[nH]2)CCC4)n1 | ?
COc1ccc(/C=N/NC(=O)c2nnn(-c3nonc3N)c2-c2cccc(OC)c2)cc1 | ?
Cc1ccsc1C(=O)N1CCc2ccccc2C1 | ?
Cc1cc(C)c(C#N)c(SCC(=O)Nc2ccc(S(=O)(=O)Nc3onc(C)c3C)cc2)n1 | ?
Cc1ccc(Oc2ccccc2NC(=O)C2=COCCO2)cc1 | ?
O=C(c1ccco1)N1CCCC(c2nc3c(nnn3Cc3ccccc3)c(=O)[nH]2)C1 (stereo not given) | 7.5% | S3 lipid droplet cell count max=1.8

Next part:
SMILES | S3 lipid droplet | others
CN(CC(=O)Nc1ccccc1Br)C(=O)c1ccncc1 | ?
CCOc1ccc(NC(=O)CCN2CCN(S(=O)(=O)c3cc(Cl)ccc3OC)CC2)cc1 | ?
O=C(CCCCCCN1C(=O)c2ccccc2C1=O)Nc1nccs1 | 4.2% | S3 lipid droplet cell count max=0.1
CCOc1ccc(N=C2NC(=O)S/C2=C\c2ccc(OC)cc2)cc1 | i | S3 lipid droplet cell count max=-6.4
CN(C)C(=O)c1cn(-c2ccccc2)nc1-c1cccs1 | 4.7%
CCOC(=O)CNC(=O)Cn1cnc2c(nnn2-c2cccc(OC)c2)c1=O | -17.8% | S3 lipid droplet cell count max=-4.4
CC1=Nn2c(nc(-c3ccccc3)c2-c2ccccc2)NC(=O)C1Br (stereo not given) | ?
CCCn1c(=NC(=O)CCS(=O)(=O)c2ccccc2)sc2cc(S(N)(=O)=O)ccc21 | i[0.0737 µM]
Cc1ccc(NC(=O)CCN2C(=O)C3CCCCC3C2=O)cc1[N+](=O)[O-] (stereo not given) | ?
O=c1c2ccccc2nc(SCc2cn3ccsc3n2)n1-c1ccc(F)cc1 | ?
C=CCn1c(SCc2cccc(OC)c2)nnc1-c1ccncc1 | ?
Cc1ccc(NC(=O)COc2ccccc2C(=O)NCCN(C)C)cc1 | ?
O=C(c1cccs1)N1CCC(c2nc(-c3ccc(S(=O)(=O)N4CCOCC4)cc3)no2)CC1 | 10.2% | S3 lipid droplet cell count max=-19.6
O=C(NCCc1ccccc1)C1CCC(=O)N(Cc2ccc(Cl)cc2)C1 (stereo not given) | ?
CC(C)(C)OC(=O)N1CCC(Cc2cc(-c3ccccc3)no2)(C(=O)O)CC1 | ?
Cc1ccccc1C(=O)Nc1cccc(C(=O)Nc2ccccc2C(=O)O)c1 | ?
O=C(NC(=O)N1CCSCC1)c1c(Cl)cccc1Cl | 13.6% | S3 lipid droplet cell count max=3.2
CCN(Cc1ccccc1)S(=O)(=O)c1ccc(C(=O)N(CCCN(C)C)c2nc3c(F)cccc3s2)cc1 | ?
COc1ccccc1C(=O)COC(=O)CSCC(=O)Nc1cc(C)on1 | i
Cc1ccsc1C(=O)NN=C1CCCCCC1 | ?
CCOc1ccc(Cn2nnc(-c3ccc(S(C)(=O)=O)cc3)n2)cc1OCC | ?
CCCN1CCN(c2ncnc3c2nnn3Cc2ccccc2)CC1 | ?
COc1ccc(/C=C2/NC(=O)N(CC(=O)Nc3cccc(C)c3)C2=O)cc1O | ?
O=C(COc1ccc([N+](=O)[O-])cc1)Nc1ccc(N2CCCC2)cc1 | ?
O=C1N/C(=C/c2cccn2-c2ccccc2)C(=O)N1Cc1ccccc1F | 6.5% | S3 lipid droplet cell count max=-1.3

The final four records of the section above open the next one:
SMILES | S3 lipid droplet | others
CCCN1CCN(c2ncnc3c2nnn3Cc2ccccc2)CC1 | ?
COc1ccc(/C=C2/NC(=O)N(CC(=O)Nc3cccc(C)c3)C2=O)cc1O | ?
O=C(COc1ccc([N+](=O)[O-])cc1)Nc1ccc(N2CCCC2)cc1 | ?
O=C1N/C(=C/c2cccn2-c2ccccc2)C(=O)N1Cc1ccccc1F | 6.5% | S3 lipid droplet cell count max=-1.3
COc1ccc(S(=O)(=O)Nc2ccc3c(c2)OCO3)cc1Cl | ?
CN1CCN(S(=O)(=O)c2cccc(C(=O)NC3(C)CCS(=O)(=O)C3)c2)CC1 (stereo not given) | ?
O/N=C1\CC(O)Cc2nonc21 (stereo not given) | ?
CC1CC(C)CN(C(=O)c2ccc3c(c2)OCCO3)C1 (stereo not given) | ?
O=C(c1ccccc1)N1CCN(C(=O)c2cc3ccccc3oc2=O)CC1 | ?
CN(Cc1ccccc1)S(=O)(=O)c1ccc(C(=O)Nc2nnc(C3CC3)o2)cc1 | 1.7%
Cc1cccc(C(C(=O)NCc2ccc(F)cc2)N(C(=O)c2csnn2)C2CC2)c1 (stereo not given) | ?
CCCOc1ccc(C(=O)Nc2ccc(N3CCN(C(=O)c4ccco4)CC3)cc2)cc1 | ?
Cc1ccc2nc(-c3ccc(N)cc3)sc2c1 | 10.2% | S3 lipid droplet cell count max=-4.9
Cc1cccc(C)c1OCC(O)CNS(=O)(=O)c1ccccc1C(=O)N1CCCCC1 (stereo not given) | -4.0% | S3 lipid droplet cell count max=-12.7
COc1cc(OC)cc(C(=O)Nc2ccc(S(=O)(=O)Nc3cc(C)on3)cc2)c1 | ?
CCOc1ccccc1CN1CCN(Cc2cn(C)nc2-c2ccccc2)CC1CCO (stereo not given) | ?
CCOc1cccc(NC(=O)c2cnccc2C(F)(F)F)c1 | ?

Compound activity (PubChem)
